# bCat nuc transl: alters nuclear translocation of beta-catenin in HeLa cells | nuclear translocation activity, % at 5 µM | immunofluorescence imaging | AID 1665 | 0.3% of 190,000 active;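 active = nuclear translocation activity above 50% at 5 µM, with a well cell count of 50 or more; inconclusive = wells under 50 cells across six images, flagged as toxic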;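 note: per-cell ratio of nuclear to cytoplasmic median beta-catenin stain intensity; plate controls were DMSO negative control for no effect and GSK-3 inhibitor IX positive control for full effect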
#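 Assay system: human HeLa cells, native beta-catenin; doses: 5 µM primary, 0.02–20 µM confirmation; incubation: compound treatment 24 h, 37°C, 5% CO2; technique: fluorescence imaging of beta-catenin antibody stain plus DAPI; measure: % activation, nuclear-to-cytoplasmic median beta-catenin signal ratio per cell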
# HIV fusion peptide: inhibitors of HIV fusion peptide binding, primary screen, biochemical, uHTS, fluorescence dequenching (AID 1986). cell-free peptide binding, fluorescence dequenching, 30 min; higher % means a stronger effect. inhibition, % at 20 µM, or IC50 in µM where a hit was titrated. 0.3% of 290,000 active; in the data active = inhibition mostly above about 52%, no sharp cut-off; inactive = mostly below about 76%; note: some results filed as inactive read as strong as hits
# AID2073: inhibitors of Mint1-CaV2.2 protein interaction, biochemical, HTRF (AID 2073); HTRF protein-protein interaction, Mint1-CaV2.2; higher % means a stronger effect; inhibition, % at 20 µM; hits with a dose series show IC50 in µM; 0.19% of 290,000 active; in the data active = inhibition mostly above about 51%, no sharp cut-off; inconclusive = no clear call, values can overlap the other calls; inactive = mostly below about 53%; note: some results filed as inactive read as strong as hits
# Dynein cargo inh: blocks dynein driven cargo transport along microtubules | 3617.4 mouse cells, GR-EGFP nuclear translocation imaging; test concentration mostly 20 µM; stimulated with dexamethasone, 1 µM; hits give low values | 0.47% of 220,000 active | z-score, hits read low;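 active = plate z-score of nuclear minus cytoplasmic receptor signal below a set negative limit, without overly bright fluorescence or cell loss, cut at about -3.5 in these data, passing the limit was not always enough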;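 note: z-score of nuclear minus cytoplasmic ring GR-EGFP intensity difference per well; some compounds called inactive have numbers as strong as hits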
#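 Buffer or medium – tet-free medium with charcoal-stripped serum · Signal – automated 10x imaging of fixed Hoechst-stained cells · Also added – dexamethasone agonist, 1.0 µM final, for 30 min · Incubation – induction 48 h, compound 1 h, agonist 30 min · Read-out – GR-EGFP nuclear translocation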
# Yfh1-depleted yeast: mitochondrial function rescue without frataxin homolog – Friedreich's ataxia, plus single-dose screen, dose response (AID 1465); S. cerevisiae Yfh1-off respiration, WST-1 reduction, 72 h; higher fold induction means a stronger effect; fold induction at 50 µM; hits with a dose series show EC50 in µM; 0.074% of 220,000 active;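 active = fold induction of absorbance versus untreated yeast above a set limit, then at least 30% activation at any dose in follow-up; inconclusive = repeats straddling the limit, or above it without dose testing; inactive = fold induction below the set limit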;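 note: activators that raise dye reduction in frataxin-depleted yeast; strong numbers were not always called active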
# MT stabilize HCS: stabilizes microtubules in HeLa cells. HeLa tubulin immunostaining HCS, 24 h; share of cells brighter than vehicle mean+2SD. % tubulin-high responders, % at 10 µM. 0.83% of 200,000 active;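 active = plate Z-score above 3 for both tubulin-high and condensed-nucleus cell shares, with cell loss under 80%, at 10 µM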;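 note: anti alpha tubulin signal scored within the nucleus-defined area of each cell; some results filed as inactive read as strong as hits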
# Ins promoter up: MIN6 insulin promoter up-regulation; AID 1625; MIN6 insulin promoter-GFP reporter, high-content imaging; hits give high values; z-score at 5 µM; 0.3% of 190,000 active;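 active = z-score above 3 at 5 µM with at least 500 cells counted in the well; inconclusive = wells under 500 cells, flagged as cytotoxic or low count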
# Autophagy mod: modulators of autophagy. MEF GFP-LC3 puncta imaging; test concentration mostly 10 µM. calls only at 10 µM (by protocol). 0.98% of 190,000 active. AID 463193;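 active = percentage of spot-positive cells more than 3 SD above its plate mean, without a fluorescence outlier flag or 80% toxicity; inconclusive = no clear call, values can overlap the other calls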;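 note: spot-positive cell cutoff set from DMSO-treated cells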
# WT yeast gro inh: growth inhibition of WT yeast, mitochondrial fusion screen; mitochondrial fusion phenotypic screen, WT strain; inhibition, % at 10 µM; 2.1% of 190,000 active; in the data active = inhibition above about 58%; tested in S. cerevisiae
# WT yeast gro inh mutant strain: recorded beside WT yeast gro inh, whose call it bears; inhibition, %; mitochondrial fusion phenotypic screen, mutant strain inhibition
# Dynein cargo inh cytoplasmic EGFP: recorded beside Dynein cargo inh, whose call it bears; z-score; measured here: cytoplasmic GR-EGFP intensity; hits give high values
# Dynein cargo inh nuclear GR-EGFP: second read-out of Dynein cargo inh, no call of its own (marks repeat the call); z-score; measured here: nuclear GR-EGFP intensity;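 lower value marks the stronger effect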
# Dynein cargo inh cell count: recorded beside Dynein cargo inh, whose call it bears; z-score; measured here: cell count per field
# Ins promoter up cell count: second read-out of Ins promoter up, no call of its own (marks repeat the call); cell count; measured here: cytotoxicity, nuclei count;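 total cells summed across four imaged fields per well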
# bCat nuc transl cell count 5 µM: recorded beside bCat nuc transl, whose call it bears; cell count; measured here: cell count, cytotoxicity flag
# MT stabilize HCS Hoechst-high %: further read-out of MT stabilize HCS, marked with its call; % Hoechst-high responders; measured here: nuclear condensation Hoechst responders;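 share of cells brighter than vehicle mean plus two SD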
# MT stabilize HCS cytotoxicity %: further read-out of MT stabilize HCS, marked with its call; toxicity, %; measured here: cytotoxicity by cell density;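 0% = mean cell density of plate MIN control wells and 100% = no cells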
# Autophagy mod cell loss 18 h: further read-out of Autophagy mod, marked with its call; toxicity, %; measured here: cell loss, nuclei count;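 cell loss after 18 h compound exposure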
# Active calls of the source: *; i = inactive; ? = inconclusive; nt = no result given.
SMILES,bCat nuc transl,bCat nuc transl cell count 5 µM,HIV fusion peptide,AID2073,Dynein cargo inh,Dynein cargo inh cytoplasmic EGFP,Dynein cargo inh nuclear GR-EGFP,Dynein cargo inh cell count,Yfh1-depleted yeast,MT stabilize HCS,MT stabilize HCS Hoechst-high %,MT stabilize HCS cytotoxicity %,Ins promoter up,Ins promoter up cell count,Autophagy mod,Autophagy mod cell loss 18 h,WT yeast gro inh,WT yeast gro inh mutant strain
CCS(=O)(=O)N1CCC(C(=O)NCc2ccc(OC)cc2OC)CC1,-0.3,1129,-1.3%,18%,0.96,-0.36,1.2,-0.82,i,3.5,2.2,8.3,0.36,1153,i,9,11,9
COc1cc(/C=N/NC(=S)Nc2cccc(C(=O)O)c2)cc(OC)c1OC,0.7,999,5.6%,-9%,1.5,-0.24,0.91,-0.42,i,4.4,4.0,5.1,-0.28,1480,i,-2,-5,4
CCOc1ccc(N(C)S(=O)(=O)c2ccc3[nH]cc(C(=O)NCCOC)c(=O)c3c2)cc1,-0.8,1170,9.3%,-9%,0.13,-0.28,0.37,-0.11,i,4.4,1.9,0.1,0.28,1202,i,20,6,-7
CCOC(=O)CC1ON(C)C(=O)N1c1ccc([N+](=O)[O-])cc1 (stereo not drawn),-2.0,1097,-2.3%,1%,1.2,-0.27,0.75,0.0063,i,2.4,1.9,2.1,0.82,772,i,3,13,20
O=c1/c(=C/c2ccco2)sc2nc(-c3ccccc3Br)nn12,1.4,759,-2.2%,-3%,-0.5,-0.28,0.55,-0.083,i,5.0,2.0,2.3,nt,nt,i,-14,-5,-6
Cc1cc(C)n2nc(-c3ccco3)nc2n1,-1.5,1075,-2.0%,19%,-0.56,-0.3,-0.24,0.62,i,1.3,1.7,4.9,-0.15,1228,i,-32,9,6
COc1ccc(C/C(N)=N/OC(=O)c2ccc(Cl)cc2)cc1,nt,nt,4.1%,16%,-0.73,-0.26,-0.22,-0.1,i,2.0,1.8,3.9,-0.74,1129,i,3,-20,5
Cc1ccc(C)c(N2CCN(C(=O)C(Cc3ccccc3)n3cccc3)CC2)c1 (stereo not drawn),nt,nt,5.9%,-3%,-0.61,-0.14,-0.26,-0.54,i,3.6,2.2,0.0,-1.4,907,i,3,62*,31*
Cc1cc(Nc2ccc(Cl)cc2)nc(NCc2ccccc2)n1,-0.6,1007,-1.6%,23%,-0.15,-0.24,0.0082,0.89,i,4.6,2.6,1.2,-3,586,i,-2,97,97
CCCCCCC(=O)NC(Nc1ccc(S(N)(=O)=O)cc1)C(Cl)(Cl)Cl (stereo not drawn),2.6,1190,-2.4%,-1%,-0.86,-0.55,-0.26,0.2,i,2.2,1.6,10,-0.01,1293,i,0,5,3
O=C(Nc1ccc(S(=O)(=O)N2CCC(C(=O)NC3CCCCC3)CC2)cc1)c1ccco1,-2.0,1234,-1.2%,5%,2.1,-0.13,1.2,-1.9,i,4.5,2.2,4.7,-0.97,876,i,16,-7,-7
O=S(=O)(Nc1nc2ccccc2nc1Cl)c1ccc2ccccc2c1,nt,nt,35%,19%,-0.65,-0.29,-0.36,0.13,i,1.3,3.7,8.9,-0.16,1204,i,-8,-9,-17
COc1ccc2[nH]c3c(N4CC(C)OC(C)C4)ncnc3c2c1 (stereo not drawn),nt,nt,2.6%,24%,-0.3,-0.42,-0.088,0.8,i,1.3,1.5,6.8,-0.27,830,i,-10,47,19
Cc1cc(C)n(-c2cc(C(=O)O)cc(C(=O)O)c2)n1,0.6,1497,2.6%,4%,0.63,-0.24,-0.22,-0.51,i,1.7,2.2,15,0.05,1503,i,-9,-10,-8
COc1cc(C2NC(=O)NC(O)(C(F)(F)F)C2C(=O)c2cccs2)ccc1O (stereo not drawn),1.8,1108,0.4%,-4%,-0.56,-0.056,-0.32,0.43,i,2.6,2.9,5.4,-0.02,993,i,6,-2,-7
O=S1(=O)N=C(N/N=C/c2ccco2)c2ccccc21,-0.5,1119,-2.4%,3%,0.85,-0.15,0.31,-0.05,i,2.3,1.5,3.0,nt,nt,i,7,10,15
CCc1ccc(Nc2nnc(SCC(=O)NC(=O)c3cccn3C)s2)cc1,3.1,1443,-0.1%,2%,1.9,0.27,1.2,-0.73,i,2.8,2.1,4.2,0.08,1477,i,9,-20,13
CN(C)C(=O)CN1C(=O)C2CC=C(Cl)CC2C1=O (stereo not drawn),-4.6,1033,0.4%,-4%,1.2,-0.24,1.1,-1.5,nt,5.0,2.1,5.6,0.74,1251,i,18,-11,10
CC(C)(C)C1=Nn2c(nnc2-c2ccccc2F)SC1,-0.1,1135,-0.6%,-8%,0.1,0.47,0.2,-0.59,i,0.9,2.1,11,-0.87,1286,i,31,-8,11
Cc1ccc(OCCOCCn2ccnc2)c(Br)c1,-0.1,1308,-0.4%,-1%,-1.5,-0.18,-0.62,0.62,i,0.8,2.2,10,0.51,1265,i,2,4,8
O=C(Nc1cccc(-c2cn3ccsc3n2)c1)c1ccccc1,0.3,960,0.9%,-6%,-0.12,1,0.15,-0.28,i,4.7,1.4,8.4,-0.6,1073,i,16,-26,-12
COc1ccc(OC)c(C(=O)c2ccc(C(=O)Nc3ccccc3)cc2)c1,-0.8,1100,2.4%,22%,0.12,-0.078,0.39,-0.6,i,3.0,1.7,12,0.12,1696,i,2,16,13
Cc1ccccc1OCC(=O)NC1=NCCS1,nt,nt,0.9%,-9%,-1.3,-0.12,-0.37,0.32,i,1.9,1.5,0.5,nt,nt,i,-3,14,25
COc1cc(C2=Nc3ccc(Br)cc3C(c3ccccc3)N2CC(=O)NN)cc(OC)c1OC (stereo not drawn),-0.8,1110,0.2%,-3%,-0.59,0.17,-0.2,0.1,i,nt,nt,nt,-0.15,1370,nt,nt,nt,nt
Cc1c(C(N)=O)c(-c2ccccc2)nn1-c1ccccc1,-0.8,520,2.1%,-10%,0.4,0.18,0.25,-0.83,i,2.6,2.5,0.4,0.42,1349,i,5,15,-18

# (listing goes on)
SMILES,bCat nuc transl,bCat nuc transl cell count 5 µM,HIV fusion peptide,AID2073,Dynein cargo inh,Dynein cargo inh cytoplasmic EGFP,Dynein cargo inh nuclear GR-EGFP,Dynein cargo inh cell count,Yfh1-depleted yeast,MT stabilize HCS,MT stabilize HCS Hoechst-high %,MT stabilize HCS cytotoxicity %,Ins promoter up,Ins promoter up cell count,Autophagy mod,Autophagy mod cell loss 18 h,WT yeast gro inh,WT yeast gro inh mutant strain
Cc1cccc(N2C(=O)CS/C2=N\NC(=O)c2ccc(Br)cc2)c1C,-1.0,1168,-0.5%,-4%,-0.9,-0.21,-0.22,0.49,i,1.4,0.1,22,nt,nt,i,-4,13,18
CCOc1cc(CNC)ccc1OCC(=O)NC(C)(C)C,0.4,1460,-0.4%,-11%,0.69,-0.36,0.6,0.04,i,4.4,2.9,1.8,-0.21,1390,i,12,21,1
Cc1ccc2oc(-c3ccccc3)c(C(=O)O)c(=O)c2c1,-3.0,1367,4.7%,7%,-0.062,-0.21,-0.82,0.11,i,3.4,2.4,2.6,-0.22,1399,i,2,-4,-12
Clc1cccc(Cl)c1/C=N/Nc1c(Cl)cncc1Cl,40,707,1.2%,2%,0.017,-0.19,0.061,-0.31,i,nt,nt,nt,-0.35,1548,nt,nt,nt,nt
CCC(C)Sc1nnc(CSc2nc(C)cc(C)n2)n1C (stereo not drawn),2.5,1083,-0.2%,-9%,0.86,-0.3,0.25,-0.92,i,2.2,3.0,4.2,-0.6,1195,i,-5,9,-1
COC(=O)c1cc2n(n1)CCCNC2=O,-0.5,1442,1.6%,?,0.77,-0.27,0.53,-0.4,i,3.7,2.1,7.2,0.19,1453,i,15,1,4
CC(C)Oc1ccccc1C1Nc2ccccc2C(=O)N1c1ccc2c(c1)OCCO2 (stereo not drawn),-0.3,1199,-1.5%,29%,0.022,0.59,0.5,-0.61,i,3.0,1.8,4.6,0.43,839,i,2,34,16
CC(=O)c1nn(-c2ccccc2)cc1C(=O)c1cccc(Br)c1,-0.8,572,1.7%,-5%,0.66,-0.27,0.32,-0.88,i,2.3,1.6,3.2,-0.48,1144,i,-3,5,-5
O=C(Nc1ccccc1)c1nccn1Cc1ccc(F)cc1,-1.6,1098,0.1%,7%,-1.1,0.35,-0.057,1.3,i,5.4,1.3,5.6,-0.33,1277,i,19,34,37
CC1=NC(=O)C(N=Nc2ccccc2)N1c1ccccc1 (stereo not drawn),-0.5,1200,1.6%,3%,0.018,-0.081,0.56,-1,i,4.0,2.4,5.2,-0.16,1351,i,1,-13,-12
Cc1cc(C(=O)NCc2ccccc2F)cs1,-0.5,1067,-0.1%,2%,0.49,-0.3,0.53,1.4,i,2.5,0.8,27,-0.07,1505,i,1,-26,4
NC(=S)N/N=C/c1coc2ccc(Cl)cc2c1=O,-0.1,1451,-1.1%,43%,-0.61,-0.29,-0.33,1.1,i,6.2,1.7,1.6,0.26,1365,i,11,27,29
Cc1ccc(OCc2nnc(SCC(=O)c3cccc([N+](=O)[O-])c3)n2C)cc1,-4.2,1071,-1.2%,-12%,-0.48,-0.11,-0.4,0.33,i,2.5,1.2,5.2,0.03,1877,i,22,15,1
CC(C)(C)c1cc(C(C)(C)C)n(-c2ccccc2)n1,1.5,974,1.7%,-3%,-1,-0.3,-0.94,1.2,i,2.0,2.4,1.9,0.15,1292,i,-13,3,-4

# Screening results deposited in PubChem BioAssay by several laboratories.
